# CDK5 inh: CDK5/p35 (human) kinase inhibition; AID 488839; hit rate 0.01% among 330,000; Recombinant CDK5/p35, ADP-Glo luminescence, 60 min; inhibition, % at 10 µM; Q00535+Q15078;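 active means highest replicate inhibition of at least 50% and at least 75% of replicates reaching 50%; inconclusive means only one of the two criteria met; inactive means both criteria failed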;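 further: plate controls were DMSO neutral control for no effect and GW8510 at 10 µM for full effect; many of its hits are not listed in these tables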
# NSD2 inh: blocks human histone methyltransferase NSD2; O96028; NSD2 peptide methylation, AlphaScreen, 120 min; inhibition, % at 12.5 µM; hit rate 0.54% among 310,000; AID 743445; in the data active means inhibition above about 50%
# PvdQ inh: P. aeruginosa PvdQ acylase inhibition; purified PvdQ acylase, fluorescence plate reader; inhibition, % at 10 µM; hit rate 0.063% among 340,000; in the data active means inhibition above about 30%, passing the limit was not always enough; inconclusive means no clear call, values can overlap the other calls;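 further: 0% = vehicle neutral wells and 100% = reference inhibitor wells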
# V-ATPase pHluor: alters yeast V-ATPase proton transport. S. cerevisiae, pHLuorin cytosolic pH fluorescence. response, % at 10 µM. AID 504577. hit rate 0.37% among 350,000; in the data active means response mostly above about 7.3%, no sharp cut-off; inactive means mostly below about 5.4%; further: actives read high; inactives centre near 0; some compounds called inactive have numbers as strong as hits; reference of the scale not given here
# Wnt act: activates Wnt/beta-catenin signaling in a reporter cell assay; hit rate 1.2% among 300,000; AID 743398; activation, % at 9.35 µM; activator, plate reader; in the data active means activation above about 30%, passing the limit was not always enough; inconclusive means no clear call, values can overlap the other calls;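 further: 0% = neutral control wells and 100% = positive control wells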
# dFosB activator: mouse delta FosB homodimer activation; P13346; purified delta FosB, TAMRA-CDK5 oligo fluorescence polarization; percent of positive-control signal above neutral wells; activation, % at 25 µM; hit rate 0.99% among 340,000;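 active means mean activation above about 17%, with every replicate also reaching it, limit read from the data, passing the limit was not always enough; inconclusive means only one of the two conditions met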;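 further: fluorescence polarization rise as delta FosB binds a TAMRA Cdk5 AP-1 oligo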
# Target sequence (P13346 whole entry, looked up): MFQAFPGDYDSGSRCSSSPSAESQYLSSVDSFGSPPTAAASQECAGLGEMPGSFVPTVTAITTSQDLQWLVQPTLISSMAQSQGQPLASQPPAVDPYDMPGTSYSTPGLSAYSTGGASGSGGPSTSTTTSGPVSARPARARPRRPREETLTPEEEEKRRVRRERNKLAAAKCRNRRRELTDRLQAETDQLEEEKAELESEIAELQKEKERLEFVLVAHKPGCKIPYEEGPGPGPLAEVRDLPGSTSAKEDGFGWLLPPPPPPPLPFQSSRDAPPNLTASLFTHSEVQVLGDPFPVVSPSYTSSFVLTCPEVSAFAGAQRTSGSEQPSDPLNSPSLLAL
# HTR5A inv ag: counter-screen for OPRM1-OPRD1 inverse agonists: human HTR5A inverse agonism; P47898; inhibition, % at 9.3 µM; hit rate 0.083% among 340,000; HTR5A cell line, luminescence; in the data active means inhibition mostly above about 23%, no sharp cut-off; inactive means mostly below about 18%;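 further: 0% = cells with DMSO and 100% = no-cell wells with DMSO; some compounds called inactive have numbers as strong as hits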
# SR-BI DiI inh: blocks mouse SR-BI lipid uptake from DiI-HDL; Q61009; ldlA[mSR-BI] CHO cells, DiI-HDL uptake fluorescence, 3 h; inhibition, % at 12.5 µM; hit rate 0.96% among 320,000; AID 488896;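 active means mean replicate inhibition of at least 70% and a set share of replicates each scoring 70 or more; inconclusive means meets just one of the two criteria; inactive means fails both criteria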;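 further: 0% = median of neutral control wells and 100% = median of positive control wells; values of inactives mirror those of a sister screen read the other way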
# Target sequence (Q61009 whole entry, looked up): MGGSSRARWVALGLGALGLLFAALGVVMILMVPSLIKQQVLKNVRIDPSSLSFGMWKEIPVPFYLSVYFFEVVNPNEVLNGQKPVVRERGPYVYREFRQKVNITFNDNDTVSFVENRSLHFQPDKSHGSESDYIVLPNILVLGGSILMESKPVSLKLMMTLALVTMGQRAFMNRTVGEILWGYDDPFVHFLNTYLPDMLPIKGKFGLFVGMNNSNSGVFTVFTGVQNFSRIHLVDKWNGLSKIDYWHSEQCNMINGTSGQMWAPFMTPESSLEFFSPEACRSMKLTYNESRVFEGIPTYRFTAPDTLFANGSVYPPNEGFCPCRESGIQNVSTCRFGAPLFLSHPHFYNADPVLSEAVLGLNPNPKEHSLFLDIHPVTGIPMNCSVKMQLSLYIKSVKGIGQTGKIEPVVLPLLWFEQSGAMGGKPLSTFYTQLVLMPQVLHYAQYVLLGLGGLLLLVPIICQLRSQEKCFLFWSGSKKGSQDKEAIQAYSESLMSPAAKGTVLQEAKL
# HTR5A ag ctr: HTR5A agonism, opioid heterodimer counter-screen; P47898; HTR5A agonist assay, luminescence, cell-based; activation, % at 9.3 µM; hit rate 0.61% among 340,000; in the data active means activation mostly above about 9.5%, no sharp cut-off; inactive means mostly below about 7.6%;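 further: 0% = cells with vehicle only and 100% = reference agonist; strong numbers were not always called active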
# MITF act: MITF TRPM1 promoter activation in melanoma cells; SK-MEL-5 TRPM1-promoter luciferase, 24 h; % of positive control, neutral wells = 0; activation, % at 12.5 µM; hit rate 0.75% among 300,000; AID 588334;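 active means mean activation of at least 80% with every replicate also reaching 80%; inconclusive means mean reaches 80% but some replicate falls short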;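 further: 0% = neutral control wells and 100% = parthenolide positive control wells; values of inactives mirror those of a sister screen read the other way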
# * hit, by the source's call; ? = inconclusive; · = no result given.
smiles	CDK5 inh	PvdQ inh	dFosB activator	HTR5A ag ctr	V-ATPase pHluor	MITF act	HTR5A inv ag	NSD2 inh	SR-BI DiI inh	Wnt act
COc1cnc(-c2ccccc2)nc1Oc1ccccc1C	0.6	-13	-11	-1	-1	-4	0	-2	18	·
CCOc1ccccc1C(=O)Nc1nccs1	2.1	2	-13	0	0	25	0	5	6	0
CS(=O)(=O)c1ccc(C(=O)Nc2nc(-c3ccco3)c(-c3ccco3)s2)cc1	0.6	7	-16	45*	-1	-10	-109	4	37	-3
CC(NC(=O)COC(=O)c1ccc([N+](=O)[O-])s1)c1ccccc1 (centres undefined)	1.5	10	-3	5	-9	-6	14	66*	7	-6
COc1ccc2c(c1)c(C(=O)O)c(C)n2CCc1ccc(OC)c(OC)c1	0.3	-10	-1	2	0	-9	5	-1	·	-1
COc1ccccc1N(CC(=O)N/N=C(\C)c1ccccc1O)S(=O)(=O)c1ccc(C)cc1	-0.4	-12	-9	-2	1	·	8	0	48	-1
CCC1CCCCN1CCNC(=O)C1CCN(S(=O)(=O)c2cccc3nsnc23)CC1 (centres undefined)	-0.5	-12	-5	3	4	-2	-8	3	3	1
Cc1cccc(C)c1NC(=S)NN(Cc1ccccc1)c1ccccc1	-1.2	-8	-7	6	1	11	-23	3	5	·
CC(C)C(c1nnnn1Cc1ccco1)N1CCN(c2cccc(Cl)c2)CC1 (centres undefined)	-3.5	-17	-14	-3	3	15	-13	0	44	-8
COc1ccccc1CNC(=O)c1cc(-c2ccccc2C)n(CC2CC(c3cccc([N+](=O)[O-])c3)=NO2)n1 (centres undefined)	-1.0	-8	-1	0	3	-7	9	·	61	-2
O=C(CC(NC(=O)c1ccccc1)c1ccccc1)Nc1ccc(F)c(F)c1 (centres undefined)	-2.4	-13	5	-2	0	-29	5	-3	-8	-2
CC(=O)c1ccc(NC(=O)C(C)NCc2ccccc2Cl)cc1 (centres undefined)	-1.2	12	1	1	1	-1	-2	16	36	7
COc1cccc2c(=O)n(CC(=O)N3CCc4ccccc43)ccc12	-1.1	-15	1	7	-1	·	-11	·	3	0
O=C(CSc1ccc(Cl)cc1)Nc1cccc(-c2nc3ccccc3[nH]2)c1	-0.5	0	1	2	-1	4	-6	-2	17	1
Cc1nn(C(C)(C)C)c(OC(=O)c2cccs2)c1Sc1ccccc1	0.6	6	2	1	-7	·	2	-3	-18	·
Cc1cc(C)n(-c2nc(C(F)(F)F)nc3ccccc23)n1	2.8	5	-9	0	4	0	1	1	-35	0
COc1ccc2c(COC(=O)CCS(=O)(=O)c3ccccc3)cc(=O)oc2c1	-0.3	-7	-3	-1	-1	-2	3	·	-17	·
O=C(O)c1cccc(NC(=S)N/N=C/c2c[nH]c3ccccc23)c1	-0.6	-4	-6	5	-2	-24	-13	26	-17	-1
CCCCNC(=O)N(c1c(N)n(Cc2ccccc2)c(=O)[nH]c1=O)C1CCCC1	-0.4	-10	-9	-1	3	-2	-38	-3	-6	1
COc1cc(/C=C2/C(=O)NN(c3ccc(F)cc3)C2=O)cc(Cl)c1O	-0.6	-7	5	-2	-1	-1	8	26	14	-1

smiles	CDK5 inh	PvdQ inh	dFosB activator	HTR5A ag ctr	V-ATPase pHluor	MITF act	HTR5A inv ag	NSD2 inh	SR-BI DiI inh	Wnt act
CCCCOC(=O)Nc1sc2c(c1C(=O)OC)CCC2	-1.2	-9	-6	-1	0	-17	2	·	3	-14
O=C(CN1C(=O)c2ccccc2C1=O)Nc1ccccc1C(=O)NC1CCCCC1	-1.3	1	0	8	2	4	9	-1	6	·
CCCCOc1ccc(C(=O)Nc2ccc(OCC(=O)N3CCOCC3)cc2)cc1	-0.5	-10	3	1	1	46	-2	0	20	1
Cc1cc(O)c(S(=O)(=O)c2ccccc2)c(C)c1NS(=O)(=O)c1ccccc1	8.8	3	-3	8	1	-1	-7	6	-9	0
CCOC(=O)C1CCN(C(=O)c2cn(C)c(=O)c3cc(OC)c(OC)cc23)CC1	0.2	-15	-1	-1	-1	4	3	4	-12	-2
O=C(CCCc1nc(-c2ccccc2)no1)NC1CCCCC1	0.0	-18	-7	3	-5	-2	-6	-1	7	0
Cc1ccn2c(C(=O)N/N=C\c3ccccc3[N+](=O)[O-])c(C)nc2c1	2.5	-3	2	-2	-1	-6	-8	-1	10	6
CCN(Cc1ccc(OC)c(F)c1)C(C)C(=O)Nc1ccc(S(=O)(=O)N2CCCC2)cc1 (centres undefined)	-0.2	10	-2	9	2	-7	-21	·	28	-5
CCOc1ccc(N2C(=O)Nc3ccccc3C2(O)C(=O)NCc2ccc(C)cc2)cc1 (centres undefined)	-0.2	-10	-7	-2	0	-2	3	3	9	-1
Cc1ccc(NC(=O)Cn2cccc2)cc1	-0.3	0	0	2	-2	19	-18	-3	12	-1
COc1ccc(NC(=O)Nc2cccc3c2O[C@H](CN(C)S(=O)(=O)c2ccc(OC)cc2)[C@@H](C)CN([C@H](C)CO)C3=O)cc1	-0.6	-14	-20	2	0	12	-7	·	2	2
COCC(=O)Nc1ncc(S(=O)(=O)c2ccc([N+](=O)[O-])cc2)s1	0.5	-11	-4	3	-1	-7	21	-1	-18	0
Cc1cccc(NS(=O)(=O)c2ccc3[nH]c(=O)oc3c2)c1C	-6.0	-11	-4	0	1	4	-1	-1	-35	-1
Cc1c(CC(=O)O)c(=O)oc2cc3c(cc12)CCC(C)(C)O3	1.1	5	2	0	0	3	1	-2	·	-1
CCN1CCN(c2cc(C)c3cc(NC(=O)c4cccc(OC)c4)ccc3n2)CC1	-3.6	-1	-6	2	-2	56	8	·	·	18
COc1cc2c(=O)c(-c3ccc(O)cc3)coc2cc1OC1OC(CO)C(O)C(O)C1O (centres undefined)	0.2	-6	-9	1	9.6*	3	-9	·	-18	7
Cc1ccc(/C=C/C(=O)N2CCN(S(=O)(=O)/C=C/c3ccccc3)CC2)o1	1.2	-11	0	7	-3	10	-21	-1	21	1
CCOC(=O)c1nn(-c2ccc(OCC)cc2)c2nc(CC(C)C)c(C#N)c(=O)n12	5.1	12	-4	8	-1	0	-17	-1	3	-4
N=C(N=C(N)N)N1CCc2ccccc21	0.9	8	5	-2	-2	2	5	1	-18	0
O=c1c2cc(Br)ccc2nc(-c2ccccc2)n1O	0.1	-15	-11	4	3	12	-16	-2	-19	2

smiles	CDK5 inh	PvdQ inh	dFosB activator	HTR5A ag ctr	V-ATPase pHluor	MITF act	HTR5A inv ag	NSD2 inh	SR-BI DiI inh	Wnt act
O=C(Cn1c2c(sc1=O)C1c3ccccc3OCC1CS2)Nc1ccc(Cl)cc1 (centres undefined)	0.9	-4	1	-1	-3	1	17	0	-3	-3
CCOc1ccc(Cl)cc1C(c1c(C)[nH][nH]c1=O)c1c(C)[nH][nH]c1=O	0.4	-16	5	1	0	·	-2	27	-16	0
CC(C)c1ccc(C2NC(C(=O)O)CS2)cc1 (centres undefined)	-2.0	13	-9	1	-1	·	-4	·	-12	·
COc1ccc(OCC(=O)NS(=O)(=O)c2ccc(Cl)cc2)cc1	1.2	-14	1	3	1	-1	-8	0	-3	0
COc1ccccc1NC(=O)C/C(C)=N/NC(=O)COc1c(Br)cc(Br)cc1OC	0.1	5	-9	-2	1	-12	21	-5	58	-1
Cc1ccc(-c2cc(-c3ccccc3Cl)[nH]n2)c(O)c1	-1.8	-13	-2	-1	0	71	25	0	24	30
CCCN1C2CCCC1CC(NC(=O)NC1CCCCC1)C2 (centres undefined)	-3.6	-14	-3	-2	4	·	-1	10	17	1
Cc1ccccc1CNCc1cccnc1	0.2	9	-11	-4	4	0	3	-2	-9	·
O=C(NC1CCC(O)CC1)c1ccccc1OCc1ccc(F)cc1 (centres undefined)	1.6	-17	0	-2	1	14	-8	-2	60	-2
CC(C)(C)C(=O)Nc1c2c(nn1-c1ccccc1)CSC2	-0.8	-4	-6	-3	0	8	13	-2	-7	-3
CC1CCN(S(=O)(=O)c2ccc(NC(=O)CSc3nnnn3C)cc2)CC1	-3.1	1	-1	5	4	-7	-13	4	7	·
Cc1ncoc1C(=O)Nc1ccccc1C(N)=O	-0.9	-2	-9	0	-3	-4	-10	-3	-15	·
N#CCCN(C(=O)Nc1ccccc1)C1CCCCC1	0.3	-9	3	-1	1	1	5	1	-33	-1
CC(C)N(C(=O)CN1C(=O)NC2(CCCCCC2)C1=O)C(C)C	0.5	-2	-3	-8	-4	5	20	-4	-18	·
CSc1ccc(CNC(C)(C)CO)cc1	-0.9	-10	1	-1	2	-7	4	-3	-18	-1
Nc1nc(NCc2ccco2)nc(N2CCN(Cc3ccccc3)CC2)c1[N+](=O)[O-]	0.0	-1	-7	-4	0	·	20	5	-5	-2
CCOC(=O)c1cnc2ccc(OCC)cc2c1NCc1cccnc1	1.9	-9	-7	1	-1	4	-2	·	19	7
O=S(=O)(c1ccccc1Br)N1CCN(c2ncccn2)CC1	0.2	-7	2	7	-3	·	-20	-2	·	1
CCOc1ccc(NS(=O)(=O)c2ccc(C(=O)N3CC(C)OC(C)C3)cc2)cc1 (centres undefined)	-1.3	-10	-2	12	2	-3	-29	-2	-17	-3
C[C@]12CCC[C@H](O1)[C@H]([C@@H](O)c1ccccc1)O2	2.3	?	8	11	3	12	12	·	-4	·

smiles	CDK5 inh	PvdQ inh	dFosB activator	HTR5A ag ctr	V-ATPase pHluor	MITF act	HTR5A inv ag	NSD2 inh	SR-BI DiI inh	Wnt act
COc1ccccc1NC(=O)C1CCCN(C(=O)NCc2ccccc2)C1 (centres undefined)	1.1	0	2	-1	-5	-3	3	-4	-21	-3
CCN(C(=O)C(C)Sc1ccc(S(=O)(=O)N2CCOCC2)cn1)c1ccccc1 (centres undefined)	0.1	-11	-12	-3	1	7	12	21	-16	-3
CC1CCN(CCCNC(=O)C2CCC(CNS(=O)(=O)c3cccc4nsnc34)CC2)CC1 (centres undefined)	2.0	-17	-9	-2	3	-3	11	-4	-5	0
Cc1ccc(-c2ccc(C(=O)Nc3cccc(F)c3)o2)c2ccccc12	0.3	0	-10	8	1	24	-20	·	10	0
CCC1(c2ccc(F)cc2)NC(=O)N(CC(=O)N2CCN(S(=O)(=O)c3ccc(C)cc3)CC2)C1=O (centres undefined)	-0.7	-17	-16	4	0	-15	-12	-1	4	0
COC(CN1C(=O)C(=O)/C(=C(/O)c2ccccc2)C1c1ccccn1)OC (centres undefined)	0.8	-8	3	1	1	6	-21	-2	-23	1
Cc1cc(C(=O)Nn2cnnc2)ccc1[N+](=O)[O-]	-0.7	-12	4	-3	-1	·	12	-3	-11	1
CC(=O)C1=C(C)NC2=C(C(=O)c3ccccc32)C1c1ccccc1 (centres undefined)	0.0	6	-7	-7	-1	-8	6	10	3	-1
Cn1cc(P(=S)(N2CCOCC2)N2CCOCC2)cc1P(=S)(N1CCOCC1)N1CCOCC1	-0.5	2	-12	5	-4	7	8	6	-18	-1
COc1ccccc1N1CCN(c2nc3c(C)cccn3c(=O)c2C=O)CC1	0.2	-7	-5	1	2	-8	-15	7	26	·
O=c1cc(CO)oc(C(Nc2cccc(C(F)(F)F)c2)c2ccccn2)c1O (centres undefined)	0.9	-11	-6	-1	4	-4	4	·	·	0

# Source: PubChem (several laboratories)
